TbREL1 inh – TbREL1 inhibition, primary screen; P86926; TbREL1 RNA ligation, FRET fluorescence; inhibition, % at 9.66 µM; 0.49% of 89,000 active; AID 1117264;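 active = inhibition above the mean inhibition across all screened compounds plus 3 SD, cut at about 11% in these data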;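 also: 0% = plate median of test wells and 100% = NSC42067 control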
Target sequence (P86926 whole entry, looked up): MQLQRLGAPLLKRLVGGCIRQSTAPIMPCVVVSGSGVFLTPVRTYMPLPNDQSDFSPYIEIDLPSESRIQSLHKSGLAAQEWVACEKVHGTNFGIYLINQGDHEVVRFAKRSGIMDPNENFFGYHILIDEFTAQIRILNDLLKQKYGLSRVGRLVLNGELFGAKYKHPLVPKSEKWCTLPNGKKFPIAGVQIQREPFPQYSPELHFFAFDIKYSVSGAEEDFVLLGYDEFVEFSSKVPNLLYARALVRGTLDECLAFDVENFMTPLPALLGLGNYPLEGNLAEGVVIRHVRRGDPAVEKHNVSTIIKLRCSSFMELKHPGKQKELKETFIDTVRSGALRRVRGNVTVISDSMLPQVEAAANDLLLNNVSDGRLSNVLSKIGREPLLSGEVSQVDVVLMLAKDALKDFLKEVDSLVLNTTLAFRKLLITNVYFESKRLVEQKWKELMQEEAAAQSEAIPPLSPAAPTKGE
Starred values were filed as active, the others as inactive. The list is partial; count on the stated rates, not on these rows.

TbREL1 inh,molecule
8.2,CCOC(=O)[C@@]12CCC3=C1N(CCC3)C(=O)[C@H](CC(=O)N1CCCCC1)C2
-2.0,COc1ccc(C(=O)CSc2nnc(-c3cccnc3)n2-c2ccccc2)cc1
-0.2,O=C(NCc1ccccc1)c1ccc(Cn2cc(C(F)(F)F)ccc2=O)cc1
-0.2,COc1cc2c3c(c1OC)C1(C=CC(=O)C=C1)CC3N(C(=O)CCC(=O)O)CC2 (stereo not given)
-2.2,Cn1c(=O)c2c(nc(N3CCc4ccccc4C3)n2Cc2ccccc2F)n(C)c1=O
1.6,O=C(Cc1ccccc1)N/N=C/c1ccc(S(=O)(=O)O)o1
-1.5,Cc1cccc(C)c1-n1nnnc1C(c1cccs1)N1CCN(C/C=C/c2ccccc2)CC1 (stereo not given)
-2.7,COc1ccc(Cc2noc(CN(C)CC3(N4CCOCC4)CCCCC3)n2)cc1OC

An excerpt of these results, field by field:
COc1cc2c3c(c1OC)C1(C=CC(=O)C=C1)CC3N(C(=O)CCC(=O)O)CC2 (stereo not given)
- TbREL1 inh: -0.2
Cn1c(=O)c2c(nc(N3CCc4ccccc4C3)n2Cc2ccccc2F)n(C)c1=O
- TbREL1 inh: -2.2
O=C(Cc1ccccc1)N/N=C/c1ccc(S(=O)(=O)O)o1
- TbREL1 inh: 1.6
Cc1cccc(C)c1-n1nnnc1C(c1cccs1)N1CCN(C/C=C/c2ccccc2)CC1 (stereo not given)
- TbREL1 inh: -1.5

Continued.
TbREL1 inh,molecule
-3.2,Cc1ccc(S(=O)(=O)NC(CC(C)C)C(=O)N2CCCC2)cc1 (stereo not given)
-3.4,CCCOc1ccc(-c2nnc(-c3ccco3)o2)cc1
-4.3,Cn1ccc2c(-c3ccc4c(c3)OCCO4)cc3c(c21)C1CCC3O1 (stereo not given)
-3.6,COC(=O)C1NC(=O)N2C(C(=O)OC)C(C)(C)S[C@H]12 (stereo not given in full)
0.7,COc1ccc2nc(NC(=O)CCNS(=O)(=O)c3ccc4c(c3)oc(=O)n4C)sc2c1
-5.8,O=C1CCC[C@@H]2C=C[C@H](c3ccc(Br)cc3)[C@H]3CCN1[C@@H]32
0.6,CCn1nc(C(=O)OCC(=O)NCCN2C(=O)CSC2=O)c2ccccc2c1=O
1.2,C#CCOCCOCCOCCNc1nc(N2CCN(C(=O)[C@H](CC(N)=O)n3cc(C(N)[C@H](C)CC)nn3)CC2)nc(N2CCN(C(=O)[C@H](CC(N)=O)n3cc(C(N)[C@@H](C)CC)nn3)CC2)n1 (stereo not given in full)

TbREL1 inh,molecule
-0.1,O=C(CCn1nnc2ccccc21)N1CCN(c2cccc(C(F)(F)F)c2)CC1
-2.5,COc1ccc(Cn2c(C3CC3)nc3ccc(NC(=O)c4ccco4)cc3c2=O)cc1
3.5,CCCCn1c(-c2cccc(C)c2)nc2cc3[nH]c(=O)c(C(C)C)nc3cc21
-0.6,COc1ccc(OCCCC(=O)OCC(=O)Nc2ncc(Cl)cc2Cl)cc1
-1.2,CCOc1ccc(NC(=O)COC(=O)Cc2ccc(S(=O)(=O)N3CCOCC3)s2)cc1
3.7,O=C(Oc1ccccc1/C=C\C(=O)c1cc2ccccc2o1)c1ccccc1
-1.4,CC1CC(C)CN(C(=O)c2ccc(CSc3nc4ccncc4[nH]3)cc2)C1 (stereo not given)
-0.6,NC(=O)c1ccc(-n2nnnc2Oc2ccccc2C(=O)N2CCOCC2)cc1

TbREL1 inh,molecule
2.2,NC(=O)C1Cc2ccccc2CN1C(=O)c1cc(C2CC2)nn1-c1ccccc1 (stereo not given)
1.8,COc1ccc(N2CC(C(=O)Nc3ccc(S(=O)(=O)N4CCCCC4)cc3)CC2=O)cc1 (stereo not given)
-0.1,CN(C)S(=O)(=O)Oc1cccc(C(=O)Nc2ccc([N+](=O)[O-])cc2)c1
3.0,CC1CCCCN1CCCn1c(=S)[nH]c2ccccc2c1=O (stereo not given)
0.5,COC(=O)CN(c1cccc(OC)c1)S(C)(=O)=O
-0.5,N#CCCN(C(=O)CSc1ncccn1)c1ccc2c(c1)OCCO2
-1.4,CCOc1ccc(/C=N/NC(=O)c2c(C)n(C)c3ccc(OC)cc23)cc1
3.4,N#CCCN(C(=O)COC(=O)c1ccc2c(c1)OCO2)c1ccccc1

TbREL1 inh,molecule
1.3,CCOC(=O)c1[nH]cnc1C(=O)Nc1cccc(OC)c1
6.4,COC(=O)c1cc(NC(=O)Cc2coc3cc(OC)ccc23)cc(C(=O)OC)c1
-2.5,O=C(CCNC(=O)c1ccc([N+](=O)[O-])cc1)Oc1ccc(F)c(F)c1
7.5,CCCCc1nnc(NC(=O)C(=O)OCC)s1
1.2,Cn1c(=O)c(C(=O)NCC2CCCO2)c(O)c2ccccc21 (stereo not given)
-0.8,COC(=O)Nc1ccc(=O)n(Cc2c(Cl)cccc2Cl)c1
-1.3,COc1cc(/C=N/NC(=O)c2ccc3c(c2)OCCO3)cc(Br)c1O
-1.4,COC(=O)CC1C(=O)NCCN1C(=S)Nc1ccccc1 (stereo not given)

TbREL1 inh,molecule
0.1,CC1=CC=CC2=NC(=O)CC(C)(C(=O)N(CC(=O)NC3CCCC3)Cc3ccc(Cl)cc3)N12 (stereo not given)
-0.4,O=C(COC(=O)C1CCN(S(=O)(=O)c2cccs2)CC1)NCc1ccc(F)cc1
-4.3,CCOc1ccccc1NCc1cc(=O)oc2cc(C)ccc12
6.2,Cc1ccc(/C=C/C(=O)Nc2cccnc2)o1
-3.8,COc1ccccc1N1CCN(C(=O)CN(C)S(=O)(=O)c2ccc3c(c2)c(=O)n(C)c(=O)n3C)CC1
-1.8,NC(=O)CC[C@@H]1NC(=O)[C@@H]2CCCN2C(=O)c2cc([N+](=O)[O-])cc(I)c2NCCC[C@@H](C(N)=O)NC1=O
1.9,COc1ccc(-c2nc(-c3cccs3)no2)cc1
-0.6,O=C1N[C@H](Cc2ccccc2)COC(=O)[C@@H](Cc2ccc(F)cc2)CC/C=C/C[C@H]1CC(=O)N(CCO)Cc1ccccc1

TbREL1 inh,molecule
-4.6,COC(=O)C1CN(CCc2ccccc2)CCS(=O)(=O)N1Cc1ccccc1F (stereo not given)
-0.8,CC1(c2cccc(Br)c2)NC(=O)N(CC(=O)NC2CCCCC2)C1=O (stereo not given)
0.2,CCn1c(SCC(=O)NC2CCCCC2)nnc1-c1ccco1
2.2,O=C(C1CCN(S(=O)(=O)c2cccc3cccnc23)CC1)N1CCCC1
-1.9,CC(=O)Nc1ccc(NC(=O)CSc2nnc(-c3cccs3)o2)cc1
5.5,Cc1cc(OCC(=O)Nc2cc(-c3nn4c(C)nnc4s3)ccc2C)ccc1Cl
-0.4,CCOC(=O)/C=C1\SCC(=O)N1CC(=O)c1ccc[nH]1
0.7,CCCC(c1nnnn1Cc1ccco1)N1CCN(c2ccccc2)CC1 (stereo not given)

TbREL1 inh,molecule
-1.9,CN(C(=O)COC(=O)c1cnc(Cl)c(Cl)c1)C1CCCCC1
2.2,O=C(OCC(=O)c1ccc(Cl)cc1Cl)c1ccccn1
-2.5,O=C(CCN1C(=O)c2ccccc2S1(=O)=O)N1CCN(c2ccc(F)cc2)CC1
0.2,Cc1ccc(S(=O)(=O)c2c(N)n(NC(=O)C3CC3)c3nc4ccccc4nc23)cc1
0.5,COc1ccc(-c2noc(CCCC(=O)NCc3ccco3)n2)cc1OC
2.3,CCOC(=O)Cn1c(=N)n(Cc2ccccc2)c2ccccc21
-0.4,COc1ccc(-c2ccccc2)cc1NC(=O)c1ccncc1
0.8,O=C(Nc1ccc(N2CCOCC2)cc1N1CCOCC1)c1ccc([N+](=O)[O-])cc1

TbREL1 inh,molecule
-1.7,O=C1CCCN1CCCNc1ncnc2c1cnn2-c1ccc(Cl)cc1
-0.5,COc1ccc(C(=O)c2ccc(N3CCOCC3)c([N+](=O)[O-])c2)cc1
1.1,Cc1ccc(N=C2NC(=O)/C(=C\c3ccsc3)S2)c(C)c1
-0.2,COc1cccc(NC(=O)CSc2nccn(-c3ccc4c(c3)OCCO4)c2=O)c1
4.3,CC(=O)N/N=C/c1ccc(OCCOc2ccc(Br)cc2)cc1
0.0,CCCSc1cc(N2CCCC2)nc(-c2ccccc2)n1
0.9,OC(COc1ccc2c(c1)CCC2)CN1CCN(c2cccc(Cl)c2)CC1 (stereo not given)
-3.1,OCC(CO)N[C@H]1C[C@](O)(CO)[C@@H](O)[C@H](O)[C@H]1O

TbREL1 inh,molecule
3.3,O=C(O)c1ccc(-n2nnnc2SCc2ccccc2F)cc1
-3.0,Fc1cnc(Cl)nc1N1CCN(c2ccccc2)CC1
2.9,Cc1ccc(Oc2ccc(NC(=O)Cn3ccsc3=N)cc2)cc1
3.5,O=C(Nc1ccc2nc(-c3ccccn3)[nH]c2c1)C1CCCCC1
0.0,Cc1cccc(NC(=S)N(Cc2ccco2)C(C)c2cccs2)c1 (stereo not given)
-2.0,CCc1nn(-c2ccccc2)c(N)c1-c1ccc(OC)c(OC)c1
-0.4,O=C1C=C(c2ccccc2)OC(c2ccccc2)O1 (stereo not given)
5.2,CC(C)Cc1ccc(C(C)C(=N)N)cc1 (stereo not given)

TbREL1 inh,molecule
-0.1,CC(=O)c1c(C(C)=O)c(C)n(-c2nc(-c3cccs3)c(C)s2)c1C
4.7,C[C@@H]1CN([C@H](C)CO)C(=O)c2cc(-c3ccccc3)cnc2O[C@@H]1CN(C)C(=O)C1CCOCC1
-3.1,Cc1nc(C)c(C(=O)C2=C(O)C(=O)N(CCN3CCOCC3)C2c2cccs2)s1 (stereo not given)
1.9,Cc1cc(C)nc(N/N=C/c2ccccc2OCc2ccc([N+](=O)[O-])cc2)n1
4.2,C/C(CC(=O)Nc1ccc2ccccc2c1)=N\NC(=O)c1cnccn1
2.1,Cn1cccc1C(=O)C(=O)Nc1ccccc1C(F)(F)F
0.5,CN(Cc1cc(=O)n2ccsc2n1)Cc1nc2ccccc2c(=O)[nH]1
0.8,Cc1ccc(-c2csc(NC(=S)NC(=O)c3ccco3)n2)cc1

TbREL1 inh,molecule
-0.9,Cc1ccc(C(=O)Nc2ncccc2C)o1
-3.8,CCOc1ccc(CCNC(=O)COC(=O)CCC(=O)c2cccs2)cc1OCC
-2.8,CCCCNC(=S)N1CCN(c2ccc(C(C)=O)cc2)CC1
-0.4,CC(C)N(C(=O)[C@H]1C[C@H](CC(=O)NCc2cccc(C(F)(F)F)c2)C(=O)N2CCc3c([nH]c4ccc(Cl)cc34)[C@]12C)C(C)C
3.8,O=C(/C=C/c1cccs1)c1ccc(NC(=O)c2ccccc2F)cc1
5.7,O=C(COc1ccc(S(=O)(=O)N2CCCCC2)cc1)NC1CCCCC1
2.2,CCOC(Cn1ccc(=O)[nH]c1=O)OCC
0.8,COc1ccc(C(=O)Nc2cccc(-c3cnc4ccccc4n3)c2)cc1

TbREL1 inh,molecule
2.8,COc1ccc(C(=O)OCC(=O)NCCc2ccc(F)cc2)cc1S(=O)(=O)N1CCOCC1
-2.1,COc1ccc(N(CC(=O)Nc2cccc(C(F)(F)F)c2)S(C)(=O)=O)cc1
-2.4,COc1ccc([C@H](NC(=O)OC(C)(C)C)C(=O)OC(C)(C)C)cc1
1.1,COc1cccc(CN2CCN(c3ccc(F)cc3)C2=O)c1
5.4,COCCNC(=O)C(c1cccs1)N(C(=O)Cn1nnc2ccccc21)c1ccc2c(c1)OCO2 (stereo not given)
8.0,CCCCOc1ccc(C(=O)NCC(=O)N2CC(C)CC(C)C2)cc1 (stereo not given)
0.6,CCN1C(=O)N(CN2CCOCC2)C2C1N(CN1CCOCC1)C(=O)N2CC (stereo not given)
-5.6,Cc1ccccc1CN1CCN(CC(=O)NCc2ccccn2)C1=O

3 compounds from above, sorted by their value in TbREL1 inh, largest number first:
SMILES | TbREL1 inh
CCN1C(=O)N(CN2CCOCC2)C2C1N(CN1CCOCC1)C(=O)N2CC (stereo not given) | 0.6
COc1ccc(N(CC(=O)Nc2cccc(C(F)(F)F)c2)S(C)(=O)=O)cc1 | -2.1
COc1ccc([C@H](NC(=O)OC(C)(C)C)C(=O)OC(C)(C)C)cc1 | -2.4

A run of entries from further up, as a working copy:
TbREL1 inh,molecule
8.0,CCCCOc1ccc(C(=O)NCC(=O)N2CC(C)CC(C)C2)cc1 (stereo not given)
0.6,CCN1C(=O)N(CN2CCOCC2)C2C1N(CN1CCOCC1)C(=O)N2CC (stereo not given)

(listing goes on)
TbREL1 inh,molecule
2.4,Cn1c(Oc2ccc(F)cc2F)c(C=O)c2ccccc21
-0.8,Cc1ccc(C)c(NC(=O)C(Sc2nc3ccccc3c(=O)n2CC(C)C)c2ccccc2)c1 (stereo not given)
0.2,O=c1[nH]c(CN2CCc3ccccc32)nc2scc(-c3cccs3)c12
5.8,Cc1nn(CCC(=O)NNC(=O)Nc2ccccc2)c(C)c1[N+](=O)[O-]
1.1,CCc1ccc(/C=C2\Oc3ccc(C(=O)OC)cc3C2=O)cc1
3.1,CSc1ccccc1C(=O)N(C)Cc1ccccc1
0.1,CC1(C)Cc2c(cnn2-c2cccc(F)c2)C(NC(=O)C2CCOCC2)C1 (stereo not given)
-2.1,CCOc1ccc(N(CC(=O)NC2CCCC2)S(=O)(=O)c2c(C)[nH]c(=O)[nH]c2=O)cc1

TbREL1 inh,molecule
-0.6,O=C1C=C(c2ccc(CO)cc2)C[C@@H](c2ccc3c(c2)OCO3)C1
8.6,CCN1C(=O)CCN(C2CCCC2)c2nc(Nc3ccc(C(=O)NC4CCN(C)CC4)cc3OC)ncc21
6.6,NS(=O)(=O)c1ccc(N=Nc2c(-c3ccccc3)[nH]n(-c3nc(-c4ccccc4)cs3)c2=O)cc1
-5.0,Cc1cc(NC(=O)C2CC(=O)N(c3cccc(C)c3C)C2)no1 (stereo not given)
1.8,O=C(O)CCC(=O)Nc1ccc(-c2nnc(-c3ccco3)o2)cc1
-1.3,CC1Cc2cc(S(=O)(=O)N3CCC(C(N)=O)CC3)ccc2N1C(=O)C1CC1 (stereo not given)
0.0,COc1cccc(NC(=O)NC2CCN(Cc3nnnn3Cc3ccc(F)cc3)CC2)c1
4.8,Cc1cc(=O)c(C(=O)O)nn1-c1cccc(C(F)(F)F)c1
5.3,Cc1ccc(C(=O)Nc2cccc(C(F)(F)F)c2)cc1NC(=O)c1c[nH]c2cc(C(F)(F)F)ccc2c1=O
0.8,CCC(C(=O)NC1CCCCC1)N(Cc1cccs1)C(=O)c1snc(C(N)=O)c1N (stereo not given)
